HepG2 tox = HepG2 cytotoxicity, counter-screen for TGF-b inhibitors; 0.76% of 410,000 active; Potency, µM (series often up to 46.1 µM), inactives show top-dose activity change, negative = cytotoxicity, actives largely listed as cytotoxic; HepG2 CAGA-GFP viability, ATP luminescence, 18 h; AID 588856; further: potency means the concentration at half of the fitted maximal effect; some results filed as inactive show a strong effect at the top dose
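CellTiter-Glo luminescence gave cytotoxicity after 18 hours at 37 degrees C. The cells were HepG2 CAGA-GFP in 1% FBS DMEM, stimulated with 500 pg/mL TGF-beta after compound addition. %Activity was normalised to no-cell wells (complete cell-killing) and DMSO (no toxicity), and curves were fitted and classified.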
IL1B secr inh = blocks inflammasome-driven IL-1 beta release; THP-1 LPS/ATP IL-1B secretion, AlphaLISA, 16 h; hits give low values; activity change, % at 57.5 µM; 4.7% of 360,000 active; AID 743279; in the data active means activity change below about -50%; inconclusive means mostly about -30% to -49%; further: on the % scale 0 is the no-effect control and ±100 the full control effect
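THP-1 cells pretreated 1 hr with compounds (up to 57.5 uM final), then stimulated with LPS (250 ng/mL final) plus ATP (1.25 mM final); secreted IL-1B measured by AlphaLISA after 16 hr, decreased signal indicating inhibition.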
Nrf2 activator = activators of Nrf2 (ARE) signaling. Potency, µM (top dose mostly 46.1 µM), without a hit: at the highest dose activation, most hits filed as activators. 0.31% of 410,000 active. AREc32 ARE-luciferase reporter (MCF7-derived line), luminescence, 24 h; further: potency means the concentration at half of the fitted maximal effect; % of control where 0% means no effect; nearly all actives have a fitted effect of over 65% in size
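Luminescent ARE reporter assay in AREc32_Fluc cells: overnight plating at 37 deg C, 24 hr compound incubation, Steady-Glo added, 30 min RT before reading.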
TGFb SMAD3 inh = TGF-b pathway inhibition | HepG2 CAGA-GFP TGF-b/SMAD3 reporter, GFP fluorescence, 18 h; TGF-beta stimulated, 500 pg/mL final | Potency, µM (doses to about 46.1 µM), inactives show at the top dose activity, negative = inhibition, hits mostly inhibitors | 1.2% of 410,000 active; further: potency means the concentration at half of the fitted maximal effect; on the % scale 0 is the no-effect control and ±100 the full control effect; nearly all actives have a fitted effect of over 65% in size
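HEPG2 CAGA-GFP reporter cells (1000/well, DMEM with 1% FBS) received compounds, then recombinant TGF-beta at 500 pg/mL final for 18 hours at 37 degrees C. Per-cell GFP summed per well was normalised to unstimulated and stimulated DMSO controls before curve fitting.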
S2 tox = viability counter-screen for ATXN expression inhibitors; AID 651635; S2 cells (HEK-293 line with an ATXN2-luciferase reporter) viability, CellTiter-Fluor protease fluorescence, 24 h; 0.49% of 400,000 active; Potency, µM (titrated, usually from 56.7 µM), hits mostly cytotoxic; further: potency means the concentration at half of the fitted maximal effect; nearly all actives have a fitted effect of over 40% in size
ATXN2 expr inh = inhibitors of ATXN2 expression; HEK-293 ATXN2-luciferase reporter, luminescence, 24 h; Potency, µM (doses to about 57 µM), for inactives: at the highest dose activity change, negative = inhibition, most hits filed as inhibitors; 0.72% of 360,000 active; further: potency means the concentration at half of the fitted maximal effect; on the % scale 0 is the no-effect control and ±100 the full control effect; nearly all actives have a fitted effect of over 55% in size
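qHTS (up to 57 uM final) was run with 24 h compound exposure of reporter cells at 37 °C. Each well was multiplexed: SteadyGlo luminescence measured ATXN2-luciferase expression after a fluorogenic Gly-Phe-AFC viability readout (25 uM final).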
A549 tox = counter-screen for Nrf2 inhibitors: cytotoxicity in A549 cells; A549 ARE-Fluc cells, CellTiter-Fluor viability, 18-24 h; Potency, µM (highest dose often 46 µM), for inactives: at the highest dose activity change, negative = cytotoxicity, actives largely listed as inhibitors; 0.16% of 390,000 active; AID 504648; further: potency means the concentration at half of the fitted maximal effect; on the % scale 0 is the no-effect control and ±100 the full control effect
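A549 ARE_Fluc cells in 5% FBS OPTI-MEM were exposed to compounds in concentration-response for 18-24 h at 37 deg C. Viability was read by CellTiter-Fluor fluorescence (Ex 405/Em 525) after 30 min, before the luciferase read.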
MCF10A rerep = inducers of DNA re-replication in MCF 10A breast cells; MCF 10A DNA re-replication, Hoechst nuclear intensity, 48 h; 2.9% of 350,000 active; Potency, µM (titrated, usually from 46.1 µM), for the others: at the top dose activity, positive = re-replication, usual class: activators; AID 624296; further: potency means the concentration at half of the fitted maximal effect; % of control where 0% means no effect; nearly all actives have a fitted effect of over 50% in size
Nrf2 block = blocks Nrf2 signaling | A549 ARE-Fluc reporter, luciferase luminescence, 18-24 h | Potency, µM (top dose mostly 46 µM), without a hit: at the highest dose activity change, negative = inhibition, most hits filed as inhibitors | 2.1% of 360,000 active | AID 504444; further: potency means the concentration at half of the fitted maximal effect; on the % scale 0 is the no-effect control and ±100 the full control effect; nearly all actives have a fitted effect of over 60% in size
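Concentration-response testing used A549 ARE_Fluc cells at 5000 cells/well. Following an 18-24 h compound incubation, viability was read by fluorescence (Ex 405/Em 525) and luciferase output by luminescence.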
Active calls of the source: *; i = inactive; ? = inconclusive; nt = no result given; [ ] = dose if it differs, or a comment. Unless noted, the call rests on the fitted dose curve; in most records, active means well fitted curve in the direction sought with a large enough effect; inconclusive means small, poorly fitted or top-dose-only effect, or another doubt; inactive means no such curve, though single readings can be large; an effect the other way counts as inactive or inconclusive. Compounds were not picked by outcome. Share with any hit: about 8.8%.

(1) CCOc1ncccc1C(=O)Nc1ccc(S(=O)(=O)Nc2cc(C)nc(C)n2)cc1
(2) CC1(C(=O)O)CCCN(C(=O)c2cccnc2Oc2ccccc2)C1 (stereo unspecified)
(3) COc1ccc(C)cc1-n1c(SCC(=O)Nc2cc(C)on2)nc2sc(C)c(C)c2c1=O
(4) CC1CCCCC1NC(=O)C1CCN(c2c3c(nc4ncnn24)CCC3)CC1 (stereo unspecified)
(5) CC(/C=N/N1CCN(c2ccccn2)CC1)=C\c1ccccc1
(6) Cc1ccc(S(=O)(=O)NCC(=O)OCC(=O)NCc2ccco2)cc1
(7) O=C(O)Cc1ccc(NC(=O)c2ccc(Cl)c(Cl)c2)cc1
(8) CCOc1ccc(OCC)c(NC(=O)CCc2nc3cccnc3n2Cc2cccs2)c1
assay / compound	1	2	3	4	5	6	7	8
HepG2 tox	2%	1%	2%	-3%	-3%	-3%	-9%	-30%
IL1B secr inh	-6	24	-10	0	-20	-13	1	nt
Nrf2 activator	-0.2%	0.6%	-0.6%	0.2%	2.5%	0.0%	-0.8%	3.8%
TGFb SMAD3 inh	10%	-11%	1%	-8%	-9%	-5%	-6%	-10%
S2 tox	i	i	?	i	?	i	i	nt
ATXN2 expr inh	-8%	1%	-6%	3%	29%	2%	?	nt
A549 tox	4%	nt	-8%	-7%	2%	0%	-8%	2%
MCF10A rerep	11%	nt	-2%	3%	13%	0%	25%	nt
Nrf2 block	-12%	nt	4%	-13%	?	1%	-24%	14%

(9) COCCNC(=O)C1CCCN(S(=O)(=O)c2c(C)noc2/C=C/c2cccs2)C1 (stereo unspecified)
(10) Cc1cc(C)cc(NC(=O)c2cccc(C(=O)Nc3cc(C)cc(C)c3)n2)c1
(11) Cc1cc(Br)ccc1NC(=O)c1c(C)oc2ncnc(N3CCCCC3)c12
(12) CCOP(=O)(OCC)C(Nc1ccccc1)c1ccccc1C(F)(F)F (stereo unspecified)
(13) O=C(N/N=C/c1ccc([N+](=O)[O-])cc1)c1ccc(COc2ccccc2-c2ccccc2)cc1
(14) O=C(Cc1ccc(S(=O)(=O)N2CCCCC2)s1)Nc1ccc(F)c(F)c1
(15) O=C(NC1CCCC1)c1cc(-c2cccc(Cl)c2)on1
(16) CN(C)C(CNC(=O)c1c(F)cccc1Cl)c1ccco1 (stereo unspecified)
assay / compound	9	10	11	12	13	14	15	16
HepG2 tox	-3%	-2%	1%	-14%	0%	-44%	-3%	-49%
IL1B secr inh	-18	6	nt	19	0	-6	4	15
Nrf2 activator	0.5%	0.2%	3.4%	0.3%	-0.1%	0.4%	?	-0.6%
TGFb SMAD3 inh	-5%	1%	-22%	-11%	?	?	-9%	12%
S2 tox	i	?	?	i	i	i	i	i
ATXN2 expr inh	nt	-5%	-24%	nt	-14%	-15%	66%[activator]	-7%
A549 tox	3%	0%	-1%	-5%	-1%	-16%	4%	0%
MCF10A rerep	0%	8%	nt	5%	-15%	?	-4%	?
Nrf2 block	-9%	3%	-22%	-14%	-40%	?	?	14%

(17) C[C@H]1CCCCO[C@H](CN(C)Cc2ccc(C(=O)O)cc2)[C@@H](C)CN([C@@H](C)CO)C(=O)c2cc(NS(=O)(=O)c3cn(C)cn3)ccc2O1
(18) O=C(CN1CCC(C(O)(c2ccccc2)c2ccccc2)CC1)Nc1cc(Cl)ccc1Cl
(19) CCCCCN(C(=O)CCC(=O)OCC(=O)NCc1ccc(OC)cc1)c1c(N)n(CCCC)c(=O)[nH]c1=O
(20) CCN(CC)C(=O)c1sc2nc(Cc3ccccc3)[nH]c(=O)c2c1C
(21) COC(=O)C1CCN(C(=O)c2cc(OC)c(OC)c(OC)c2)CC1
(22) Cn1c(C(=O)NCCc2ccccc2)cc(=O)n(C)c1=O
(23) COc1cccc(NC(=S)N(CCC(C)C)C(C)c2ccncc2)c1 (stereo unspecified)
(24) COc1ccc(-c2csc(C(C)(O)c3ccccc3)n2)cn1 (stereo unspecified)
assay / compound	17	18	19	20	21	22	23	24
HepG2 tox	-4%	-8%	-2%	-7%	3%	3%	-3%	-16%
IL1B secr inh	23	-67*	-3	?	12	5	17	18
Nrf2 activator	-0.6%	1.7%	0.4%	-0.1%	-0.3%	-0.1%	0.4%	4.1%
TGFb SMAD3 inh	18%	-5%	4%	-13%	1%	-2%	-13%	0%
S2 tox	?	i	i	i	i	i	i	?
ATXN2 expr inh	3%	-11%	0%	-23%	11%	-10%	-3%	1%
A549 tox	nt	-10%	-4%	2%	2%	8%	-5%	nt
MCF10A rerep	nt	-46%[inhibitor]	2%	?	?	-7%	-1%	nt
Nrf2 block	nt	14%	-1%	1%	10%	5%	0%	nt

(25) O=C(O)CCc1ccc(-c2ccccc2)n1CC(=O)Nc1ccccc1C(F)(F)F
(26) Cc1sc2nc(CN3CCCC3)nc(N3CCN(S(=O)(=O)c4cccs4)CC3)c2c1C
(27) O=C(/C=C/c1c(F)cccc1Cl)Nc1nc2ccccc2[nH]1
(28) Cc1c(C(=O)N2CCN(C3CCS(=O)(=O)C3)CC2)oc2ccc(Cl)cc12 (stereo unspecified)
(29) C=CCNC(=S)NNc1ncnc2sc3c(c12)CC(C)(C)OC3
(30) O=C(CNC(=O)c1ccccc1)OCC(=O)c1cccc2ccccc12
(31) Cc1cc(C)c(C)c(OCC(=O)N2CCCCCC2)c1
(32) CCOC(=O)C1=C(N)Oc2cc(C)n(C)c(=O)c2C1c1ccncc1 (stereo unspecified)
assay / compound	25	26	27	28	29	30	31	32
HepG2 tox	-3%	-31%	2%	-4%	-23%	-4%	-7%	-14%
IL1B secr inh	nt	?	0	-6	15	nt	0	-9
Nrf2 activator	3.9%	3.5%	9.9%[9.22 µM]	4.2%	3.8%	nt	0.2%	2.3%
TGFb SMAD3 inh	-14%	1%	-10%	-12%	1%	16%	3%	-10%
S2 tox	i	?	i	i	i	nt	i	i
ATXN2 expr inh	6%	-21%	25%	1%	-8%	nt	4%	-3%
A549 tox	0%	-6%	0%	-6%	5%	0%	-6%	1%
MCF10A rerep	nt	9%	?	-1%	-5%	nt	24%	-6%
Nrf2 block	7%	1%	8%	-14%	8%	5%	6%	1%

(33) CN(CC(=O)NC1CC(C)(C)NC(C)(C)C1)S(=O)(=O)c1ccc(Br)cc1
(34) COc1ccc(OC)c(N(C(=O)c2snc(C(N)=O)c2N)C(C(=O)NCC2CCCO2)c2ccc3ncccc3c2)c1 (stereo unspecified)
(35) COCCNc1nc2nonc2nc1N(C)Cc1cccc2cnccc12
(36) CC(=O)CCS(=O)(=O)c1ccc(C)c(C)c1
(37) CC(C)N1C(=O)CCN(C=O)c2ccccc21
(38) CCOc1ccccc1/C=C/c1onc(C)c1S(=O)(=O)N1CCC(C(=O)NC(C)C)CC1
(39) COc1cc(/C=C(\C#N)c2nc3ccc(C)cc3[nH]2)c([N+](=O)[O-])cc1OC
(40) CCOc1ccc(NC(=O)Cn2nc3c(cc2=O)CC(C)CC3)cc1 (stereo unspecified)
assay / compound	33	34	35	36	37	38	39	40
HepG2 tox	-2%	-7%	5%	-16%	0%	-1%	-13%	-8%
IL1B secr inh	-12	6	21	?	-2	8	-89*	nt
Nrf2 activator	0.1%	-0.4%	-0.2%	14%	-0.6%	-0.4%	3.4%	-0.7%
TGFb SMAD3 inh	8%	6%	-1%	?	6%	4%	26%	-14%
S2 tox	i	i	i	i	i	i	i	nt
ATXN2 expr inh	-8%	-7%	-8%	21%	nt	-13%	-3%	nt
A549 tox	7%	2%	0%	-4%	2%	2%	?	-6%
MCF10A rerep	?	?	-2%	20%	12%	15%	7%	nt
Nrf2 block	3%	-10%	-2%	-16%	?	-10%	?	nt

By substructure, the entries above with an aryl methoxy group.
(3) COc1ccc(C)cc1-n1c(SCC(=O)Nc2cc(C)on2)nc2sc(C)c(C)c2c1=O
(19) CCCCCN(C(=O)CCC(=O)OCC(=O)NCc1ccc(OC)cc1)c1c(N)n(CCCC)c(=O)[nH]c1=O
(21) COC(=O)C1CCN(C(=O)c2cc(OC)c(OC)c(OC)c2)CC1
(23) COc1cccc(NC(=S)N(CCC(C)C)C(C)c2ccncc2)c1 (stereo unspecified)
(24) COc1ccc(-c2csc(C(C)(O)c3ccccc3)n2)cn1 (stereo unspecified)
(34) COc1ccc(OC)c(N(C(=O)c2snc(C(N)=O)c2N)C(C(=O)NCC2CCCO2)c2ccc3ncccc3c2)c1 (stereo unspecified)
(39) COc1cc(/C=C(\C#N)c2nc3ccc(C)cc3[nH]2)c([N+](=O)[O-])cc1OC
assay / compound	3	19	21	23	24	34	39
HepG2 tox	2%	-2%	3%	-3%	-16%	-7%	-13%
IL1B secr inh	-10	-3	12	17	18	6	-89*
Nrf2 activator	-0.6%	0.4%	-0.3%	0.4%	4.1%	-0.4%	3.4%
TGFb SMAD3 inh	1%	4%	1%	-13%	0%	6%	26%
S2 tox	?	i	i	i	?	i	i
ATXN2 expr inh	-6%	0%	11%	-3%	1%	-7%	-3%
A549 tox	-8%	-4%	2%	-5%	nt	2%	?
MCF10A rerep	-2%	2%	?	-1%	nt	?	7%
Nrf2 block	4%	-1%	10%	0%	nt	-10%	?
